# Source: PubChem BioAssay
# Yfh1-depleted yeast – enhancers of respiration in Yfh1-depleted yeast, dose response, Friedreich's ataxia, plus single-dose screen (AID 1465); S. cerevisiae Yfh1-off respiration, WST-1 reduction, 72 h; higher fold induction means a stronger effect; fold induction at 50 µM, or EC50 in µM where a hit was titrated; 220,000 tested, 0.074% active;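 active = fold induction of absorbance versus untreated yeast above a set limit, then at least 30% activation at any dose in follow-up; inconclusive = repeats straddling the limit, or above it without dose testing; inactive = fold induction below the set limit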;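 note: activators that raise dye reduction in frataxin-depleted yeast; strong numbers were not always called active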
# P. falciparum M17LAP – P. falciparum M17LAP inhibitors, primary screen, biochemical, fluorogenic H-Leu-NHMec substrate, 1536-well (AID 1619). recombinant M17LAP, H-Leu-NHMec fluorogenic kinetic assay; higher % means a stronger effect. inhibition, % at 30 µM, or IC50 in µM where a hit was titrated. 220,000 tested, 0.38% active;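 active = compound inhibiting the enzyme by more than half at any dose during confirmatory dose-response retesting; inconclusive = strong single-dose inhibitors picked by rank but not retested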;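 note: plate controls were full reaction with DMSO carrier for no effect and no enzyme background for full effect; strong numbers were not always called active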
# human PMI inhibitors – human PMI inhibitors, high substrate, primary screen, biochemical, fluorescence intensity, high mannose 6-phosphate (AID 1220); recombinant PMI enzyme, coupled fluorescence intensity; higher % means a stronger effect; inhibition, % at 20 µM; hits with a dose series show IC50 in µM; 190,000 tested, 0.66% active
# TNAP activators – human TNAP enzyme activators, primary screen, biochemical, luminescent, no phosphate acceptor, uHTS (AID 1001). purified TNAP, luminescent activation assay, no phosphate acceptor; higher activation fold means a stronger effect. 200,000 tested, 0.03% active. activation fold at 20 µM; hits with a dose series show EC50 in µM; in the data active = activation fold from about 3, or a potency from the dose series; inactive = the rest, 99 in 100 with activation fold below about 1.6; note: many of its hits are not listed in these tables
# LYP inhibition – inhibitors of LYP phosphatase, biochemical, fluorescence intensity, uHTS (AID 1779). 290,000 tested, 0.054% active. inhibition, % at 11.5 µM, or IC50 in µM where a hit was titrated. recombinant LYP phosphatase, fluorescence intensity; higher % means a stronger effect;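 note: plate controls were vehicle with enzyme for no effect and no enzyme for full effect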
# XIAP displacement – small molecules displacing peptide from XIAP – biochemical, IAP family, fluorescence polarization (AID 1018). XIAP BIR domain, fluorescence polarization peptide displacement; higher % means a stronger effect. displacement, % at 20 µM; hits with a dose series show IC50 in µM. 200,000 tested, 0.007% active; in the data active = displacement above about 50%; note: a part of the inactive calls stands beside numbers as strong as those of hits
# M1AAP inhibition – malaria alanyl aminopeptidase activity blockers – biochemical, fluorogenic H-Leu-NHMec substrate, 1536-well (AID 1445) | recombinant M1AAP, H-Leu-NHMec fluorogenic kinetic assay; higher % means a stronger effect | one-dose inhibition, % at 30 µM; IC50 in µM for titrated hits | 220,000 tested, 0.42% active;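 active = primary inhibition above the hit cutoff, then over 50% inhibition at one or more dose response concentrations, cut at about 23% in these data, passing the limit was not always enough; inconclusive = conflicting primary data, or primary hits not chosen for dose response; inactive = low primary inhibition, or under 50% at every dose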;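 note: plate controls were DMSO full reaction for no effect and no enzyme background for full effect; strong numbers were not always called active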
# WT yeast gro inh – growth inhibition of WT yeast, mitochondrial fusion screen | mitochondrial fusion phenotypic screen, WT strain | inhibition, % at 10 µM | 190,000 tested, 2.1% active | AID 1362; in the data active = inhibition above about 58%; tested in S. cerevisiae
# human PMI inhibition – inhibitors of human PMI, primary screen, biochemical, fluorescence intensity, coupled assay (AID 1209) | inhibition, % at 20 µM; hits with a dose series show IC50 in µM | purified PMI enzyme, coupled fluorescence intensity; higher % means a stronger effect | 190,000 tested, 0.42% active;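 note: plate controls were DMSO vehicle for no effect and wells lacking substrate for full effect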
# WT yeast gro inh mutant strain – also measured in WT yeast gro inh; calls as there; inhibition, %; mitochondrial fusion phenotypic screen, mutant strain inhibition
# * hit, by the source's call; i = inactive; ? = inconclusive; . = no result given. Cut-off read from the data, not from the text of the source, unless noted: active = inhibition above about 50%; inactive = the rest.
mol	XIAP displacement	human PMI inhibitors	WT yeast gro inh mutant strain	LYP inhibition	Yfh1-depleted yeast	human PMI inhibition	WT yeast gro inh	P. falciparum M17LAP	M1AAP inhibition	TNAP activators
COc1ccc(CCCC(=O)N/N=C\c2cccs2)cc1	-0.9%	-2%	-9	-1%	i	-9%	-2	4%	1%	1
Nc1cccc(S(=O)(=O)Nc2ccccc2)c1	-2.0%	1%	2	-7%	i	6%	-9	-2%	-4%	1.1
CCOc1cccc2cc(-c3nnc(NCc4ccco4)s3)c(=O)oc12	-5.0%	13%	1	-2%	i	15%	2	-13%	7%	1
c1ccc(CC2CCN(c3nc4ccccc4n4nnnc34)CC2)cc1	-0.9%	12%	2	3%	i	15%	1	-16%	3%	1.1
C=CCOc1ccc(/C(O)=C2\C(=O)C(=O)N(CCCOC)C2c2ccncc2)cc1 (stereo not given)	-13%	-7%	0	-4%	.	10%	-12	27%	1%	1.1
COc1ccc2cc(C3NC(=O)c4ccccc4N3)c(Cl)nc2c1 (stereo not given)	-10%	7%	10	-5%	i	-7%	29	14%	-8%	1
Nc1nc(CCl)nc(Nc2cccc3ccccc23)n1	.	.	.	-5%	i	.	.	0%	-3%	.
O=C(Nc1ccc2ncccc2c1)Nc1ccc2ncccc2c1	.	.	.	0%	i	.	.	11%	3%	.
Cc1ccnc2nc(C(=O)Nc3nc(-c4ccccn4)cs3)nn12	-0.9%	-7%	14	-1%	i	-32%	-19	7%	-12%	2.5
Cc1cnnc2c1-c1nonc1CC2	-9.4%	1%	6	3%	i	5%	-11	2%	-3%	1
COc1cccc(NC(=S)N2CCC(N(C)CC3CCCO3)CC2)c1 (stereo not given)	-7.5%	14%	8	-2%	i	11%	0	11%	-6%	1.1
C=CCNC(=S)N/N=C/c1ccc(-c2cc(Cl)ccc2Cl)o1	-3.4%	-5%	23	-2%	i	-3%	3	7%	18%	0.9
O=S(=O)(c1ccc(-c2csc(Nc3ccc(F)cc3)n2)cc1)N1CCCC1	-14%	-15%	18	-4%	i	-17%	29	1%	1%	1.1
Cn1cccc1CC(=O)NNC(=S)NC(=O)c1ccc(F)cc1	.	.	.	-4%	i	.	.	0%	-10%	.
CC(C)(C)CC(=O)Nc1nnc(-c2cccs2)s1	2.4%	16%	5	-6%	i	15%	-1	17%	6%	1
O=C(/C=C/c1ccc(-c2ccccc2[N+](=O)[O-])o1)c1ccc(Br)cc1	-4.7%	-33%	-7	7%	i	-4%	21	-5%	4%	1.1
CCOC(=O)c1ccc2c(c1)nc(COc1ccc3ccccc3c1)n2CC	-7.4%	6%	-4	5%	i	4%	5	-9%	2%	1.2
CC(C)Oc1cccc(C(=O)C2CCCN(Cc3ccc4nonc4c3)C2)c1 (stereo not given)	-5.9%	8%	25	-7%	i	9%	30	-4%	-2%	1.1
Cc1ccccc1-n1nc2c(c1NC(=O)c1ccc(S(=O)(=O)N(C)C)cc1)CSC2	-1.2%	-3%	-5	2%	i	2%	-4	-2%	9%	1.1
COc1ccc(CCNC(=O)COC(=O)c2cnccn2)cc1	-4.4%	10%	9	-4%	i	-2%	-6	-10%	3%	1.1
CCC(=O)NC(Nc1cc(C)cc(C)n1)(C(F)(F)F)C(F)(F)F	2.6%	0%	-3	-1%	i	2%	-10	-3%	6%	1
Cc1ccc(NC(=O)CCC(=O)NNC(=O)NC23CC4CC(CC(C4)C2)C3)cc1C	-3.6%	2%	2	0%	i	5%	8	-2%	-3%	1
COc1cccc(NC(=O)COC(=O)c2ccco2)c1	-5.4%	-24%	-10	-5%	i	-22%	-11	11%	6%	1.1
CN(C)S(=O)(=O)c1ccc2nnn(OCC(=O)NC34CC5CC(CC(C5)C3)C4)c2c1	1.2%	2%	-1	-6%	i	3%	4	-14%	?	1.1
CCO[C@@H]1OC(C(=O)N2CCN(Cc3ccc4c(c3)OCO4)CC2)=C[C@H](C)[C@H]1CCCO	1.7%	13%	5	-4%	i	14%	2	6%	2%	1
O=C(CC(=O)N/N=C/c1ccc(Cl)cc1Cl)NCc1ccccc1	-2.5%	5%	-10	-5%	i	5%	7	-5%	0%	1
CCCCc1ccc(NC(=S)NCc2ccccc2OC)cc1	-2.6%	6%	26*	-1%	i	9%	65*	3%	7%	1.7
Cc1nc2nc(SCC(N)=O)[nH]c2cc1Br	-5.0%	5%	7	-5%	i	12%	-1	2%	1%	1
O=C1CSC(c2cn(-c3ccccc3)nc2-c2cccs2)N1CC1CCCO1 (stereo not given)	-4.7%	16%	10	0%	i	18%	22	3%	2%	1.1
COc1cc(C(=O)N(Cc2ccco2)Cc2cc3ccccc3[nH]c2=O)cc(OC)c1OC	-3.7%	3%	5	2%	i	4%	1	0%	11%	1.1
Cc1cccc(OCC(O)CN2C(C)(C)CC(O)CC2(C)C)c1C (stereo not given)	6.9%	8%	-9	-2%	i	14%	-14	-2%	0%	1.1
S=c1[nH]nc(COc2ccc3ccccc3c2)o1	-5.1%	2%	-4	2%	i	2%	-8	22%	-10%	1
Cc1c(N)c(C(C)(C)C)cc(C(C)(C)C)c1[N+](=O)[O-]	-2.2%	2%	1	-4%	i	5%	36	1%	-4%	1
COC(=O)C1C(O)=C(C=Nc2ccc(N)cc2)C(=O)CC1(C)C (stereo not given)	-6.2%	3%	8	-4%	i	6%	4	16%	3%	1.1
Cc1ccc(-c2csc3nc(-c4ccncc4)[nH]c(=O)c23)cc1	.	.	.	-7%	i	.	.	4%	-2%	.
COCCNC(=O)CSc1ncnc2sc(-c3ccccc3)cc12	-8.8%	-3%	10	-2%	i	-21%	3	-6%	-1%	1.1
COC(=O)[C@H](C)NC(=O)NC1CCN(Cc2ccccc2)CC1	-6.2%	-6%	9	-8%	i	-1%	-2	-10%	-6%	1.1
CCOC(=O)N1CCN(S(=O)(=O)c2cc(OCC)ccc2OCC)CC1	-1.0%	0%	11	10%	i	-2%	12	11%	-1%	0.9
Cc1c(NC2(C#N)CCCC2)c(=O)n(-c2ccccc2)n1C	-6.2%	20%	-3	-5%	i	5%	-5	13%	18%	1
CC(=O)c1c(N2CCCCC2)nc(=S)n(-c2ccccc2)c1C	-6.5%	13%	4	-7%	i	8%	14	-4%	6%	1.1
CCN(CC)S(=O)(=O)c1ccc(C(=O)OCC(=O)NCc2ccco2)cc1	-1.9%	0%	-4	-4%	i	2%	-5	-10%	-1%	1
CC/C(=N\NC(=O)OC)c1ccc(OC(F)F)cc1	-9.8%	6%	18	-2%	i	6%	-14	4%	-1%	1.1
CCCCc1nc2sc3c(SCC(=O)NCc4ccco4)ncnc3c2c2c1CCC2	-6.1%	13%	-4	7%	i	11%	-2	8%	5%	1.1
CCN(c1ccc(F)cc1)S(=O)(=O)c1ccc2[nH]cc(C(=O)NCCCN3CCOCC3)c(=O)c2c1	-3.5%	-5%	9	-4%	i	-3%	3	2%	8%	1.1
O=C(CC1Oc2ccccc2NC1=O)NCCCN1CCOCC1 (stereo not given)	-14%	12%	-1	-2%	i	18%	13	9%	2%	1.2
Cc1cc(NC(=O)c2cc(-c3ccccc3)on2)n(-c2ccccc2)n1	0.8%	0%	2	-10%	i	0%	-6	-8%	7%	1.1
Cc1ccc2c(c1)N(CCCC(=O)NCCCN1CCCC1=O)C(=O)CO2	-3.4%	-1%	1	-5%	.	5%	3	-7%	0%	1.1
COc1ccccc1C(=O)NCC(=O)OCC(=O)Nc1cccc(S(=O)(=O)N2CCCCCC2)c1	-3.3%	20%	5	0%	i	8%	-2	-2%	6%	1.2
CN(C)S(=O)(=O)c1ccc(Cl)c(NC(=O)c2ccncc2)c1	-0.9%	-2%	-7	-7%	i	2%	-9	28%	1%	0.9
COc1cc(NC(=S)N2CCC(C(O)(c3ccccc3)c3ccccc3)CC2)cc(OC)c1	-7.3%	53%*	-6	4%	i	30%	18	3%	-3%	1.1

# Other results follow.
mol	XIAP displacement	human PMI inhibitors	WT yeast gro inh mutant strain	LYP inhibition	Yfh1-depleted yeast	human PMI inhibition	WT yeast gro inh	P. falciparum M17LAP	M1AAP inhibition	TNAP activators
Cn1c(-c2cccc3ccccc23)n[nH]c1=S	1.3%	-1%	-5	-3%	i	-4%	-7	-3%	2%	1
C/C(=N\OCC(=O)N/N=C/c1ccccc1)c1cccs1	-2.3%	10%	7	-6%	i	6%	24	-3%	7%	1
Cc1ccc(S(=O)(=O)NC(=O)CSc2nc3ccccc3s2)cc1	-3.4%	1%	-18	-2%	i	5%	-4	7.8µM*	11%	1.1
C=CCNC(C(=O)Nc1cccc(OC)c1)c1ccccc1 (stereo not given)	-6.6%	-1%	-7	-3%	i	-3%	-14	5%	1%	1
CCOc1ccc(-n2c(-c3ccc(Br)cc3)c[n+]3c2CCCCC3)cc1	-1.8%	-4%	-2	-4%	i	-19%	23	-6%	-9%	1
Cn1ccc(NC(=O)Nc2ccc(Cl)cc2Cl)n1	-1.2%	-2%	-3	11%	i	9%	21	1%	6%	1.1
O=C(N/N=C/c1ccncc1)c1cccc(NC(=O)c2ccc(Cl)cc2)c1	0.4%	-140%	-22	0%	i	-65%	-11	10%	4%	1.2
COc1ccc(-c2c(C(C)=O)c(C)nc3sc4c(=O)[nH]nnc4c23)cc1	-4.7%	-4%	-7	-1%	i	3%	-9	-81%	4%	1.1
Cc1c(Cl)ccc2c1NC(=O)[C@]21N[C@@H](CCC(N)=O)[C@H]2C(=O)N(c3ccc(F)cc3)C(=O)[C@H]21	-1.9%	10%	4	-4%	i	-3%	-15	3%	6%	1
Clc1ncccc1-c1nc2ccccc2n1Cc1ccccc1	-1.7%	5%	-5	-7%	i	16%	22	-4%	2%	1.1
CC(=O)c1c(C)[nH]c(C(=O)Nc2ccc(Cl)c(S(=O)(=O)N3CCOCC3)c2)c1C	-3.5%	0%	11	1%	i	4%	7	-3%	6%	1.1
Cc1csc(NC(=O)CSc2nc3sc(C)c(C)c3c(=O)[nH]2)n1	-26%	8%	3	0%	i	28%	3	29%	4%	1.2
O=C(NCc1cccnc1)c1ccc(COc2ccccc2Cl)cc1	-4.9%	6%	10	-5%	i	6%	10	1%	3%	1.1

# Printed as active in human PMI inhibitors, among the entries above:
SMILES | XIAP displacement | human PMI inhibitors | WT yeast gro inh mutant strain | LYP inhibition | human PMI inhibition | P. falciparum M17LAP | M1AAP inhibition | TNAP activators
COc1cc(NC(=S)N2CCC(C(O)(c3ccccc3)c3ccccc3)CC2)cc(OC)c1 | -7.3% | 53%* | -6 | 4% | 30% | 3% | -3% | 1.1

# Record cards, as listed above. Values in the order: XIAP displacement, human PMI inhibitors, WT yeast gro inh mutant strain, LYP inhibition, Yfh1-depleted yeast, human PMI inhibition, WT yeast gro inh, P. falciparum M17LAP, M1AAP inhibition, TNAP activators
# CCOc1ccc(-n2c(-c3ccc(Br)cc3)c[n+]3c2CCCCC3)cc1 across the screens: -1.8%, -4%, -2, -4%, i, -19%, 23, -6%, -9%, 1
# C/C(=N\OCC(=O)N/N=C/c1ccccc1)c1cccs1 across the screens: -2.3%, 10%, 7, -6%, i, 6%, 24, -3%, 7%, 1
